Source: PubChem BioAssay
RMI FANCM FP – inhibitors of human RMI core complex binding to FANCM MM2 | Fluorescence polarization, RMI core complex with F-MM2 peptide; active compounds read low | FP signal (polarization) at 33 µM | 70,000 compounds, 0.58% hits | AID 1159607; in the data active = FP signal below about 40; note: inactives centre near 61; strong numbers were not always called active; unit not given here
Starred values were filed as active, the others as inactive; & = joins results of further samples. These rows are one share of the data; rates above refer to the full screens.

Compound,RMI FANCM FP
N#C/C(=C\Nc1ccccn1)c1nc2ccccc2s1,-3
Cn1c(C(C#N)=C(O)c2ccc(Cl)s2)nc2ccccc21,71
COc1ccc(C)cc1NC(=O)CSc1nc2c(sc(=S)n2-c2ccc(C)cc2)c(=O)n1C,67
O=C(NCC1CCN(Cc2ccco2)CC1)C(=O)Nc1ccc2c(c1)OCO2,69
Cc1cc(SCC(=O)Nc2ccc(-c3nc4ccccc4s3)cc2)nc2ccccc12,80
O=C(NCc1cc(Cl)ccc1Cl)c1cc2cccc([N+](=O)[O-])c2[nH]1,56
COC(=O)c1ccc(/C=C2\SC(=S)N(CCCCCC(=O)Nc3nc(C)cs3)C2=O)cc1,58
Cn1c(N)c(NC(=O)c2ccco2)c(=O)[nH]c1=O,66
O=C(Cn1ccn2nc(-c3ccc(Cl)cc3)cc2c1=O)NCc1cccs1,88
c1ccc2c(c1)NCCS2,58
NC(N)=Nc1ccc(Cl)cc1,57
O=C(Nc1ccc(N2CCN(C(=O)C3CCCO3)CC2)nn1)c1ccccc1 (stereo not drawn),62
CCOC(=O)c1sc(NC(=O)c2cc([N+](=O)[O-])ccc2Cl)nc1-c1ccccc1,68
CNC(=O)c1csc(NC(=O)c2cc3ccccc3o2)n1,52
O=C(c1ccc(Cl)cc1)N1CCN(CCN=Cc2ccccc2)CC1,35
O=C(O)c1sc(C(=O)O)c(-c2ccco2)c1-c1ccco1,54
Cc1oc(-c2ccc(Cl)cc2)cc1C(=O)O/N=C(/N)Cc1nc2cccnc2n1C1CC1,71&50
O=C(CCn1cnc2c([nH]c3ccccc32)c1=O)N1CCN(Cc2ccc3c(c2)OCO3)CC1,63
COC(=O)c1ccc2c(=O)n(CCN(Cc3ccco3)C3CCCC3)c(=S)[nH]c2c1,75
CCOc1ccc(-c2noc(Cn3nc(-c4ccc(C)c(C)c4)ccc3=O)n2)cc1OC,105
O=C(C1CCCO1)N1CCc2ccc(NS(=O)(=O)c3ccccc3Cl)cc21 (stereo not drawn),65
Cc1ccc(NC(=O)c2oc3ccccc3c2NC(=O)CCCc2ccccc2)cc1C,82
O=S(=O)(c1ccc(-n2cccn2)cc1)N1CCCc2ccccc21,63
Cc1ccc(NC(=O)CSc2nc3c(-c4ccccc4)c[nH]c3c(=O)n2C)c(Cl)c1,75
O=c1c2nc(N3CCOCC3)sc2c(-c2cccs2)nn1Cc1c(F)cccc1Cl,61
CCC(=O)N1CCc2ccc(NC(=O)c3ccc(F)c(F)c3)cc2C1,66
CC(CSc1nnnn1-c1ccccc1)Cn1c(Br)nc2c1c(=O)[nH]c(=O)n2C (stereo not drawn),57
N#C/C(=C\C=C\c1ccccc1)c1cccc(Cl)c1,59
COc1ccc(-n2c(N)c(C(=O)NCc3ccco3)sc2=S)c(OC)c1,64
N#CC(c1ccccc1)N1CCCCC1 (stereo not drawn),59
CC(C)(C)c1ccc(S(=O)(=O)NCc2ccc(C(=O)Nc3ccccc3F)cc2)cc1,75
Cc1ccc(C)c(COc2ccc(C)nc2[N+](=O)[O-])c1,55
CS(=O)(=O)N1CCC(C(=O)Nc2nc(-c3cccnc3)cs2)CC1,67
C=CCn1c(SCCC(=O)Nc2ccc(C)cc2)nc2scc(-c3ccc(C)o3)c2c1=O,76
CCSc1nnc(NC(=O)CSc2nnc(CNC(=O)c3cccs3)n2-c2ccc(F)cc2)s1,86
FC(F)(F)c1ccc(-n2ccnc2)cc1,61
CCCS(=O)(=O)C/C(N)=N\OS(=O)(=O)c1ccc(F)cc1F,53
COc1ccc2nc(-c3ccc(NC(=O)Nc4ccccc4)cc3)cn2n1,93
Cc1nc(CSc2nc3c(c(-c4ccccc4)c2C#N)C(=O)CC(C)(C)C3)cs1,102
C=CCn1c(SCC(=O)Nc2nsc(-c3ccccc3)n2)nc2scc(-c3ccco3)c2c1=O,98
CN(C)S(=O)(=O)Nc1cccc(O)c1,60
CC(C)c1ccc2nc(NC(=O)c3ccccc3F)sc2c1,58
Nc1nc(-c2ccc(Cl)cc2)cs1,56
O=C(Nc1nc(-c2ccccn2)cs1)c1cc(Cl)ccc1Cl,76
C=CCn1c(SCC#N)nc2scc(-c3ccco3)c2c1=O,47
O=S(=O)(NCCc1ccccc1)c1c(Cl)cccc1Cl,69
CCCCOc1ccc(C(=O)CCN2CCCCC2)cc1,76&61
CCc1ccc(NC(=O)Cn2nc(SC)c(-c3nc(-c4ccc(OC)c(OC)c4)no3)c2N)cc1,148
CC1CN(c2ncnc3c2cnn3CCNC(=O)COc2ccccc2)CC(C)O1 (stereo not drawn),63
CSc1ccc(NC(=O)Cc2cccs2)nn1,63
O=C(Cn1nc(C2CC2)c2cnn(-c3ccc(F)cc3)c2c1=O)NC1CCCCC1,67
c1ccc(CN2CCC(n3nnc4cccnc43)CC2)cc1,48
COC(=O)c1c(S(=O)(=O)N2CCOCC2)c(C)n(C)c1C,53
CCOc1ccc(C(=O)c2c(N)c(C(=O)Nc3ccc(Br)cc3)c3ccccn23)cc1,78
CCOC(=O)CCSCC(=O)Nc1nc2ccccc2s1,63
Cc1ccc2nc(-c3ccc(NC(=O)c4ccno4)cc3)sc2c1,58
Cc1ccc(CNC(=O)COC(=O)c2ccc(C3Nc4ccccc4S(=O)(=O)N3)cc2)cc1 (stereo not drawn),89
CCOc1ccc(C(=O)CCC(=O)O)cc1,62
O=C1c2ccccc2-c2c1cccc2C(=O)N1CCCCCC1,56
NC(=O)C1CCN(C(=O)Cc2csc(Nc3cccc(C(F)(F)F)c3)n2)CC1,60

In another format: results already given
> Cc1ccc(CNC(=O)COC(=O)c2ccc(C3Nc4ccccc4S(=O)(=O)N3)cc2)cc1 (stereo not drawn)
  RMI FANCM FP: 89

> CCOC(=O)c1sc(NC(=O)c2cc([N+](=O)[O-])ccc2Cl)nc1-c1ccccc1
  RMI FANCM FP: 68

> N#C/C(=C\C=C\c1ccccc1)c1cccc(Cl)c1
  RMI FANCM FP: 59

> Cc1nc(CSc2nc3c(c(-c4ccccc4)c2C#N)C(=O)CC(C)(C)C3)cs1
  RMI FANCM FP: 102

Continued.
Compound,RMI FANCM FP
Cc1ccc(C(=O)N=c2sc3cc4c(cc3n2C)OCO4)cc1,108
COc1ccc(N2CCn3c(SCc4ccc(Br)cc4)nnc32)cc1,56
Cc1cccc(OCC(=O)Nc2ccc3c(c2)OCC(C)(C)C(=O)N3)c1,69
COc1ccc(CCNC(=O)C2CCCN(c3ccc(-c4ccc(F)cc4)nn3)C2)cc1OC (stereo not drawn),59
NC(=O)c1cc(-c2ccccc2)sc1NC(=O)/C=C/c1cccs1,54
CCSc1nc(-c2ccccc2)c(NC(=O)c2ccc(S(=O)(=O)N(C)C)cc2)s1,68
CCOC(=O)Cn1c(=NC(=O)c2cccc(OC)c2OC)sc2cc3c(cc21)OCO3,56
CC1C(=O)NCCN1C(=O)COc1ccc(Cl)cc1 (stereo not drawn),62
O=C(O)c1ccc(N2C(=O)/C(=C\c3ccc(-c4ccccc4F)o3)SC2=S)cc1O,73
COc1ccc(CNc2ccc(S(=O)(=O)Cc3ccc(Cl)cc3)nn2)cc1,81
CN(C)c1ccc(/C=N\Nc2nnnn2-c2ccccc2)cc1,62
COc1cc(C2CC(=O)N(c3cc(C)on3)C(=O)C2)cc(OC)c1OC,56
O=C(Cc1ccc(F)cc1)Nc1nnc(-c2ccc3c(c2)OCO3)o1,67
CSCC(CSC)OC(=O)NC(=O)c1sc(C#N)c(C)c1C,53
CCOC(=S)SCc1c(F)cccc1Cl,54
CC(C)COc1ccc(S(=O)(=O)Nc2ccc3c(c2)CCC(=O)N3)cc1,62
O=C(CCSc1ccccc1)NCCOc1cccc(C(F)(F)F)c1,60
O=C(O)c1cc(-c2ccc(F)cc2)nc2ccccc12,63
Cc1ccc(-c2nnc(Oc3ccc(NC(=O)c4cccs4)cc3)c3ccccc23)cc1,75
CCc1ccc(-c2nnc3c4cc5c(cc4n(Cc4cccc(OC)c4)cc2-3)OCCO5)cc1,46
CC(Oc1cccc(F)c1)C(=O)NCCCn1nc(-c2ccccc2)ccc1=O (stereo not drawn),68
O=C(O)c1cc(-n2cccc2)ccn1,55
CCn1c(C)cc(O)c(C(c2cccnc2)N2CCC(Cc3ccccc3)CC2)c1=O (stereo not drawn),58
CC(C)(CO)Cc1cc(C(C)(C)C)c(O)c(C(C)(C)C)c1,64
S=c1nc[nH]c2[nH]ncc12,55
COC(=O)c1ccc2c(=O)n(CCN3CCN(c4ccccc4)CC3)c(=S)[nH]c2c1,70
COc1ccc(-c2noc(Cn3cnc4c(nnn4Cc4cccc(Cl)c4)c3=O)n2)c(OC)c1,77
CCOC(=O)c1ccc(NC(=O)C2CCCN2S(C)(=O)=O)cc1 (stereo not drawn),68
COc1cc(C(C)=O)ccc1OCC(=O)Nc1ccc(-c2cn3ccsc3n2)cc1,64
CCOC(=O)c1cncc(C(=O)OCC)c1,56
O=C(c1ccc(=O)n(Cc2cccc(F)c2)n1)N1CCN(c2ccc(F)c(Cl)c2)CC1,62
CSc1cccc(NC(=O)C(=O)NCCc2ccc(N(C)C)cc2)c1,69
CO/N=C\c1c(N(C(C)C)C(C)C)nc2ccc(C)cn2c1=O,60
O=C(c1ccccc1)c1nn(-c2ccc(C(F)(F)F)cc2)ccc1=O,61
COc1ccc(C(=O)NCCc2nnc3ccc(SCc4ccc(C(F)(F)F)cc4)nn23)cc1,58
O=C(Cn1cccc(-c2nc(-c3ccc(Br)cc3)no2)c1=O)NCc1ccco1,62
O=C(Nc1ccccc1Oc1ccccc1)c1ccc(S(=O)(=O)N2CCc3ccccc3C2)cc1,68
Cc1ccc(S(=O)(=O)NCCOc2ccc3nnc(-c4ccccc4Cl)n3n2)cc1,67
NC(=O)c1oc2ccccc2c1NC(=O)C(=O)NCc1cccs1,52
O=C(COc1ccccc1F)NCCCS(=O)(=O)N1CCN(c2ccccn2)CC1,60
Cc1ccc(SCCC(=O)Nc2nc3ccc([N+](=O)[O-])cc3s2)cc1,55
COc1cc2c(cc1OC)C(C)N(S(=O)(=O)c1cn(C)c(C)n1)CC2 (stereo not drawn),56
CCCCCCCCCCC/C=C\C(C)(C)/C=C\CCCC(=O)O,61
CCOc1ccc(C(=O)NCCN2CCN(c3ccccc3F)CC2)cc1OCC,64
O=C(NCCn1ncc2c(=O)n(Cc3cccc([N+](=O)[O-])c3)cnc21)C1(c2ccc(Cl)cc2)CCCC1,67
CCCCN1C(=O)c2cccc3c(NC(=S)NC(=O)c4ccc(F)cc4)ccc1c23,86
NC(=O)COc1ccc(C2=Nc3ccccc3NC(c3ccccc3)C2)cc1 (stereo not drawn),56
CCOC(=O)c1cn[nH]c1S(=O)(=O)Nc1cccc2c1CCCC2,62
CC(=O)Nc1ccc(SCCCC(=O)Nc2cccc(C)n2)nn1,66
O=C(NNC(=S)c1ccccc1)Nc1ccc(Cl)c(Cl)c1,57
COc1cccc(OC)c1COC(=O)Nc1c(-c2ccccc2Cl)noc1C,61
COc1ccc2sc(=NC(C)=O)n(CCSC)c2c1,54
CC(=O)Nc1scc(C)c1-c1nc2ccccc2s1,61
O=C(Nc1ccc(Cl)cc1)c1sccc1S(=O)(=O)N1CCN(c2ccccc2)CC1,59
O=C(Nc1ccccc1[N+](=O)[O-])c1cccn(OCc2cccc(Cl)c2)c1=O,63
O=C(/C=C/c1cccs1)Nc1nccs1,60
CN(C)c1ccc(CCNS(=O)(=O)c2ccc(F)c(Cl)c2)cc1,69
O=S(=O)(c1ccc(Cl)cc1)N1CCN=C1COc1cccnc1,45
CCOc1ccc(-c2cc3c(=O)n(Cc4nc(-c5ccc(Br)cc5)no4)ccn3n2)cc1,82
O=C(O)CN1C(=O)/C(=C/c2cn(-c3ccccc3)nc2-c2cc3ccccc3o2)SC1=S,65

Next section
Compound,RMI FANCM FP
COCCSc1nnc(C)c2cnn(-c3ccccc3)c12,60
Cc1cc(C(=O)NCCn2ncc3c(N4CCN(c5ncccn5)CC4)ncnc32)no1,65
O=C(COc1ccc(Cl)cc1Cl)Nc1nnc(Cc2cccs2)o1,68
NC(=O)c1cc(-c2ccccc2)sc1NC(=O)CSc1nnc2ccccn12,68
Fc1ccc(Nc2nc(Nc3ccc(F)cc3)c3nccnc3n2)cc1,53
COc1cccc(Sc2nc(SC)nc(Sc3cccc(OC)c3)c2C#N)c1,62
CSc1ccccc1NC(=O)C1CCCN(S(C)(=O)=O)C1 (stereo not drawn),66
O=C(O)c1ccc(S(=O)(=O)NC2CCCC2)cc1,56
O=C(NCc1ccco1)N1c2ccccc2Sc2ccccc21,58
Nc1ccccc1Sc1nc(-c2ccccc2N)ccc1[N+](=O)[O-],53
COc1ccc(Cc2nnc3n2N=C(c2cccc(OC)c2)CS3)cc1,53
Cn1cnc2c1c(=O)[nH]c(=O)n2C,54&55
O=C(CN1CCN(c2nc3cc(Cl)ccc3s2)CC1)c1ccc(-c2ccccn2)s1,52
CCc1ccc(-c2cc3c(=O)[nH]nc(SCC(=O)NCCc4ccc(OC)c(OC)c4)n3n2)cc1,62
O=C(c1cccc(NS(=O)(=O)c2ccccc2)c1)N1CCN(c2nc3ccccc3s2)CC1,58
Cc1cccc(NC(=O)C2CCN(c3ccc(-c4cccs4)nn3)CC2)n1,58
CSC(SC)=C(C#N)S(=O)(=O)C(C)C,60

2 records drawn at random from the list so far, as already listed:
Compound,RMI FANCM FP
CCOC(=S)SCc1c(F)cccc1Cl,54
CN(C)c1ccc(/C=N\Nc2nnnn2-c2ccccc2)cc1,62
